# West Nile antiviral: West Nile virus antiviral activity, cell-based, CPE readout (AID 1621); one-dose CPE inhibition, % at 10 µM; IC50 in µM for titrated hits; 0.02% of 290,000 active; West Nile virus-infected cells, CPE inhibition; higher % means a stronger effect; in the data active = a potency from the dose series; inconclusive = CPE inhibition mostly from about 3.7% at the one dose, without a potency; inactive = the rest, 99 in 100 with CPE inhibition below about 2.2%; note: strong numbers were not always called active
# GPR55 antagonists: inhibition of LPI-stimulated GPR55 beta-arrestin translocation – imaging, U2OS, beta-arrestin-GFP, LPI agonist, primary screen (AID 2013). U2OS GPR55 beta-arrestin-GFP translocation imaging, LPI antagonism; higher % means a stronger effect. 0.13% of 290,000 active. inhibition, % at 10 µM, or IC50 in µM where a hit was titrated;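 active = spots per cell inhibited over 60%, with over 100 cells counted and total cytoplasm intensity under 500,000; inconclusive = wells with under 100 cells, flagged as likely toxic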;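 note: U2OS cells stably carrying GPR55 and arrestin-GFP stimulated by 5 µM LPI near EC80; imaged beta-arrestin-GFP aggregate spots per cell after agonist stimulation; plate controls were LPI-stimulated DMSO wells for no effect and DMSO wells without LPI for full effect; some results filed as inactive read as strong as hits; confirmed hits need IC50 under 10 µM and bright autofluorescent wells are also inconclusive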
# HIV peptide binding: cell-free HIV fusion peptide-binding blockers – biochemical, uHTS, fluorescence dequenching, primary screen (AID 1986); cell-free peptide binding, fluorescence dequenching, 30 min; higher % means a stronger effect; one-dose inhibition, % at 20 µM; IC50 in µM for titrated hits; 0.3% of 290,000 active; in the data active = inhibition mostly above about 52%, no sharp cut-off; inactive = mostly below about 76%; note: some results filed as inactive read as strong as hits
# KOR beta-arrestin-1: KOR antagonists, beta-arrestin recruitment, cell-based, luminescence, uHTS (AID 1778) | KOR beta-arrestin recruitment, luminescence, antagonist mode; higher % means a stronger effect | inhibition, % at 10 µM, or IC50 in µM where a hit was titrated | 0.091% of 290,000 active; in the data active = inhibition above about 50%; note: strong numbers were not always called active
# GPR35 antagonists: GPR35 antagonists blocking zaprinast-driven arrestin recruitment, primary screen, imaging, U2OS, beta-arrestin-GFP, zaprinast agonist (AID 2058); U2OS GPR35 beta-arrestin-GFP translocation imaging, zaprinast antagonism; higher % means a stronger effect; inhibition, % at 10 µM; hits with a dose series show IC50 in µM; 0.052% of 290,000 active;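 active = inhibition of at least 50% with at least 30 cells and total cytoplasm GFP at most 10,000,000; inconclusive = under 30 cells or total GFP of 10,000,000 plus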
# NOD1 NF-kB reporter: inhibition of NOD1-driven NF-kB reporter – cell-based, luminescence, uHTS, primary screen (AID 1578); inhibition, % at 4 µM, or EC50 in µM where a hit was titrated; 1% of 290,000 active; NOD1-driven NF-kB luciferase reporter cells, luminescence; higher % means a stronger effect; in the data active = inhibition mostly above about 36%, no sharp cut-off; inactive = mostly below about 34%;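 note: HEK-293T reporter cells stimulated with the NOD1 agonist gamma-tri-DAP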
# GPR55 activation: GPR55 agonists via beta-arrestin recruitment, primary screen, imaging, U2OS cells, beta-arrestin-GFP redistribution (AID 1961). U2OS GPR55 beta-arrestin-GFP redistribution imaging; higher % means a stronger effect. activation, % at 10 µM; hits with a dose series show EC50 in µM. 0.048% of 290,000 active;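 active = activation above 40% with more than 50 cells counted in the well; inconclusive = wells holding fewer than 50 cells, flagged as toxic or sparse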;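 note: U2OS osteosarcoma cells stably expressing GPR55 and beta-arrestin-GFP; plate controls were DMSO negative control for no effect and LPI positive control for full effect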
# KOR beta-arrestin-2: kappa opioid receptor activators – cell-based, luminescence, uHTS, primary screen (AID 1777). KOR beta-arrestin recruitment, luminescence; higher % means a stronger effect. one-dose activation, % at 10 µM; EC50 in µM for titrated hits. 0.02% of 280,000 active; in the data active = activation above about 50%, passing the limit was not always enough; note: a part of the inactive calls stands beside numbers as strong as those of hits
# Dengue-2 NS5 capping: flavivirus cap methylation enzyme inhibition – biochemical, confirmation dose response, primary screen (AID 588689) | inhibition, % at 25 µM; hits with a dose series show IC50 in µM | 0.3% of 340,000 active | Dengue-2 NS5 methyltransferase capping enzyme assay, biochemical; higher % means a stronger effect; in the data active = a potency from the dose series; inconclusive = inhibition above about 29% without an active follow-up result
# Dengue-2 NS5 capping pilot replicate: further read-out of Dengue-2 NS5 capping, marked with its call; inhibition, %; measured here: pilot screen replicate inhibition
# * hit, by the source's call; u = inconclusive; x = not tested or not shown; [ ] = another dose, or the depositor's remark. An excerpt (hit frequency here may not be typical).
SMILES,West Nile antiviral,GPR55 antagonists,HIV peptide binding,KOR beta-arrestin-1,GPR35 antagonists,NOD1 NF-kB reporter,GPR55 activation,KOR beta-arrestin-2,Dengue-2 NS5 capping,others
CC(C)(C)C(=O)Nc1c2c(nn1-c1cccc(Cl)c1)CS(=O)(=O)C2,-0.4%,10%,-1.8%,9%,6%,-15%,-0.3%,-3.5%,-7%,
Cc1ccc(/C=C/c2onc(C)c2S(=O)(=O)N2CCC(C(=O)NC(C)(C)C)CC2)cc1,-0.7%,-7%,1.0%,10%[20 µM],5%,-19%,-0.1%,0.8%,-4%,
CCCCCCCCOC(=O)c1c(CSC(=N)N)n(C)c2cc(Br)c(OC(C)=O)cc12,0.1%,24%,7.7%,9%,3%,-5%,0.0%,1.7%,x,
N=C1C(c2nc(-c3ccc(Cl)cc3)cs2)=C(O)CN1CCCN1CCOCC1,24µM*,15%,-2.0%,-19%,5%,-16%,-0.2%,-3.5%,-2%,
Cc1cccc2[nH]c3c(N4CC=C(c5ccc(F)cc5)CC4)ncnc3c12,-1.5%,17%,4.7%,-31%,-6%,8%,2.1%,4.8%,x,
CC(C)=CC(O)C/C(C)=C/COc1ccc2ccc(=O)oc2c1 (centres undefined),-0.7%,9%,-1.4%,36%,12%,0%,0.0%,-3.0%,-7%,
CC(C)c1onc(C(=O)NCc2ccccn2)c1[N+](=O)[O-],1.0%,-2%,0.1%,-15%,15%,7%,0.5%,3.1%,7%,
CCC(=O)Nc1ccc(-n2nnnc2SCC(=O)NNC(=O)c2ccco2)cc1,0.7%,-3%,-2.9%,-40%,0%,4%,-0.1%,x,x,
O=[N+]([O-])c1cccc(-c2noc(COc3ccccc3)n2)c1,-0.1%,2%,3.3%,-13%,8%,-31%,0.6%,-4.6%,4%,
CCNC(=S)SCCOc1ccccc1C,-0.3%,-17%,-0.8%,31%,-4%,-42%,-0.2%,-0.5%,-2%,
Nc1n[nH]c(C2CC2)c1N=Nc1ccc(Cl)c(Cl)c1,0.1%,-4%,-1.6%,-24%,4%,4%,-0.2%,-0.9%,x,
O=C(c1cn(CC(=O)N2CCCCC2)c2ccccc12)C1CC1,0.7%,8%,16%,1%,-1%,-4%,0.1%,3.7%,2%,
CCn1nnnc1NCc1ccc(OCc2ccc(F)cc2Cl)c(OC)c1,-1.0%,-3%,-0.9%,0%,-9%,-18%,-0.2%,-4.6%,6%,
CCCCn1c(SCc2cccnc2)nc2c1c(=O)n(C)c(=O)n2C,-0.9%,6%,-0.9%,29%,6%,-3%,-0.2%,-3.5%,-6%,
O=C(NCc1cccnc1)c1ccccc1NS(=O)(=O)c1ccccc1,1.0%,14%,-0.4%,-12%,3%,-50%,-0.1%,-3.6%,-1%,
Cc1c(NC(=O)COC(=O)CSc2ccc(C(N)=O)cc2[N+](=O)[O-])c(=O)n(-c2ccccc2)n1C,0.6%,-4%,-0.4%,-40%,-4%,20%,-0.1%,2.5%,-3%,
CC(C)[C@H](NC(=O)[C@@H]1CSC2c3ccccc3C(=O)N21)C(=O)N1CCCCC1 (some centres undefined),-0.3%,15%,2.0%,31%,-6%,-20%,-0.1%,-2.3%,-2%,
CC(C)(C)c1ccc(C(=O)NNC(=O)c2cccc(-n3cnnn3)c2)cc1,-0.3%,10%,-0.1%,12%,-3%,-1%,-0.1%,-4.2%,-3%,
COc1ccc(S(=O)(=O)NCCc2ccccc2)cc1OC,-0.8%,3%,-0.6%,-37%[20 µM],-2%,-21%,-0.2%,-5.4%,-7%,Dengue-2 NS5 capping pilot replicate=0.0
Cc1ccc(NC(=O)c2ccc(OC(F)(F)F)cc2)cc1S(=O)(=O)N(C)C,-0.7%,4%,2.1%,10%,-4%,39%,0.2%,-8.0%,3%,
CCc1ccc(NC(=O)C2CCCN(S(=O)(=O)c3ccc4c(c3)CC(C)N4C(C)=O)C2)cc1 (centres undefined),-1.0%,66%,-1.5%,-31%[20 µM],1%,8%,-0.1%,-3.4%,-5%,
Cc1c(Cl)cccc1NC(=O)c1cc(S(=O)(=O)N2CCOCC2)cn1C,-0.8%,-13%,-1.2%,-6%[20 µM],-1%,-24%,-0.1%,-5.2%,-3%,
CCN(c1cccc(C)c1)S(=O)(=O)c1ccc(-c2coc(C)n2)cc1,0.0%,16%,-1.4%,-28%,2%,-14%,0.1%,-0.2%,3%,
CCN(CC)c1ccc(/C=N/O)cc1,-0.4%,8%,-1.6%,14%,3%,-14%,-0.3%,-1.8%,7%,
COc1ccc(/C=N/N=C2/NC(=O)C(c3ccccc3)S2)c(OC)c1 (centres undefined),1.5%,-10%,-2.8%,-51%,-13%,-27%,-0.3%,-0.7%,-7%,
O=C(CN1C(=O)CC(c2ccccc2)=Nc2ccccc21)NCc1ccccc1,-0.4%,3%,-1.0%,-14%,-9%,-24%,-0.5%,6.2%,-3%,
COc1ccc(CCNC(=O)CSc2ccsc2[N+](=O)[O-])cc1OC,0.0%,-9%,4.7%,10%,2%,-41%,0.0%,-3.4%,0%,
CC(C)CCNC(=O)c1cc(-c2ccncc2)nc2ccc(S(=O)(=O)N3CCOCC3)cc12,0.5%,1%,-1.0%,-32%,-11%,x,-0.2%,9.4%,-4%,
CC(C)(C)NC(=O)CSCc1c(Cl)cccc1Cl,0.2%,16%,0.6%,9%,14%,-16%,1.0%,2.5%,-5%,
Cc1c(C(=O)/C=C/N(C)C)nnn1-c1ccc(Cl)cc1C#N,-0.5%,4%,0.4%,-10%,-1%,-10%,-0.2%,3.2%,-2%,
COCC(=O)N(CCN(C)C)Cc1cc2cc3c(cc2nc1Cl)OCO3,0.2%,9%,-0.2%,8%[20 µM],6%,-4%,0.2%,x,-10%,
O=C(CN1CCC(NC(=O)Nc2ccccc2)CC1)Nc1cccc([N+](=O)[O-])c1,-0.7%,11%,-1.3%,-2%,9%,-20%,0.3%,-2.1%,-7%,
O=C(c1cc2cc(F)ccc2[nH]1)N1CCc2ccccc21,-0.4%,1%,-1.3%,-29%,-8%,-3%,0.0%,-0.7%,-10%,
CCN(C(=O)COc1ccccc1[N+](=O)[O-])C1CCS(=O)(=O)C1 (centres undefined),0.8%,5%,-1.4%,8%,-16%,-12%,-0.3%,0.0%,3%,
CC(=O)C1=C(O)C(=O)N(CC(=O)O)C1c1ccccc1Cl (centres undefined),-0.5%,3%,-0.3%,32%,9%,-6%,-0.1%,-7.3%,-2%,
Cc1cccc(NC(=O)CSc2nc(N)c(NC(=O)c3cccs3)c(=O)[nH]2)c1,0.1%,7%,-0.8%,5%,-11%,-23%,0.7%,-2.4%,-6%,
O=Cc1ccc(Oc2cc(-c3ccccc3)nc(-c3ccccc3)n2)cc1,u,-2%,7.7%,25%,-19%,-6%,-0.2%,2.3%,-6%,
CN(CCCNC(=O)CCC(=O)N1CCOc2ccc(Cl)cc21)Cc1ccccc1,-0.8%,2%,1.9%,-2%[20 µM],13%,-35%,0.4%,2.8%,-5%,
CCc1ncc(CN2CCCC(C(=O)Nc3ccc(-c4cscn4)cc3)C2)cn1 (centres undefined),-0.3%,16%,2.9%,-38%,14%,-7%,-0.1%,1.4%,-7%,
C=CCSc1nc2c(C(=O)OCC)nnn2c2ccccc12,0.4%,-8%,-1.0%,7%,10%,-14%,-0.3%,-2.4%,2%,
CCOC(=O)c1csc(NC(=O)CSc2nnnn2-c2ccc3c(c2)OCCO3)n1,-0.4%,-3%,-3.1%,-14%,15%,-7%,0.3%,-2.0%,2%,
CCCCN(C)C(=O)CS(=O)(=O)Cc1nc(-c2cccc(OC)c2)oc1C,0.0%,-9%,-1.4%,-34%,15%,-19%,-0.3%,-0.3%,1%,
COc1ccc(CN2CCN(C(=O)c3cc(OC)c(OC)c(OC)c3)CC2)cc1OC,-0.8%,7%,-0.9%,15%,-17%,-26%,-0.1%,-4.2%,-3%,
Cc1nn(Cc2ccccc2)c(C)c1NC(=O)Cn1nc([N+](=O)[O-])c(Cl)c1C,0.9%,9%,-1.7%,24%,-9%,7%,0.9%,0.7%,-8%,
Cc1cccc(C)c1NS(=O)(=O)c1ccc(-c2ccc(=O)[nH]n2)o1,0.7%,8%,1.8%,-10%,-5%,-20%,0.1%,6.4%,-2%,
O=[N+]([O-])c1ccc(N2CCN(c3ccccc3Cl)CC2)cn1,-0.1%,-8%,-2.0%,-17%,3%,13%,-0.2%,-4.9%,-2%,
CCOc1ccccc1C(=O)NCC(=O)OCc1c(C)noc1C,-0.1%,7%,-0.3%,-8%,-4%,-19%,-0.3%,3.1%,-6%,
Cc1c(/C=N/NC(=O)c2sc3ccccc3c2Cl)cnn1C,-0.3%,0%,-3.6%,16%,1%,8%,-0.3%,1.0%,0%,
CCOc1ccc(-c2cc(C(=O)NCCCn3ccnc3)c3ccccc3n2)cc1,0.3%,-2%,1.0%,-36%,-9%,-47%,0.1%,2.7%,-5%,

# Among those listed so far, 7 have an aryl thioether with sulfur outside any ring.
SMILES,West Nile antiviral,GPR55 antagonists,HIV peptide binding,KOR beta-arrestin-1,GPR35 antagonists,NOD1 NF-kB reporter,GPR55 activation,KOR beta-arrestin-2,Dengue-2 NS5 capping,others
CCC(=O)Nc1ccc(-n2nnnc2SCC(=O)NNC(=O)c2ccco2)cc1,0.7%,-3%,-2.9%,-40%,0%,4%,-0.1%,x,x,
CCCCn1c(SCc2cccnc2)nc2c1c(=O)n(C)c(=O)n2C,-0.9%,6%,-0.9%,29%,6%,-3%,-0.2%,-3.5%,-6%,
Cc1c(NC(=O)COC(=O)CSc2ccc(C(N)=O)cc2[N+](=O)[O-])c(=O)n(-c2ccccc2)n1C,0.6%,-4%,-0.4%,-40%,-4%,20%,-0.1%,2.5%,-3%,
COc1ccc(CCNC(=O)CSc2ccsc2[N+](=O)[O-])cc1OC,0.0%,-9%,4.7%,10%,2%,-41%,0.0%,-3.4%,0%,
Cc1cccc(NC(=O)CSc2nc(N)c(NC(=O)c3cccs3)c(=O)[nH]2)c1,0.1%,7%,-0.8%,5%,-11%,-23%,0.7%,-2.4%,-6%,
C=CCSc1nc2c(C(=O)OCC)nnn2c2ccccc12,0.4%,-8%,-1.0%,7%,10%,-14%,-0.3%,-2.4%,2%,
CCOC(=O)c1csc(NC(=O)CSc2nnnn2-c2ccc3c(c2)OCCO3)n1,-0.4%,-3%,-3.1%,-14%,15%,-7%,0.3%,-2.0%,2%,

# Assay outcomes (PubChem)
